Bioassay records (PubChem BioAssay)
BCR signal inh: inhibitors of chronic active B-cell receptor signaling | ABC-DLBCL IkBa-CBG/CBR reporter, luminescence ratio, 4 h | Potency, µM (series often up to 46.1 µM), for inactives: at the top dose ratio change, negative = lower green/red ratio, hits mostly inhibitors | hit rate 0.05% among 340,000; active means well fitted inhibition curve with a large enough effect in the signal ratio, with a control signal flat, not every such curve was filed as active; inconclusive means small, poorly fitted or top-dose-only effect, or effect the other way, or a change in a side signal; the % refers to the signal ratio;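 further: potency means the concentration at half of the fitted maximal effect; plate controls were basal doxycycline-induced cells for no effect and cells given 10 µM MG132 for full effect; MG132 reads +100%, hits lower the ratio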
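TMD8 ABC-DLBCL cells carrying doxycycline-inducible green luciferase fused to IkappaBalpha plus unfused red luciferase were exposed to compounds (up to 46 uM) for 4 hrs at 37C. Activity came from the overlap-corrected green/red luminescence ratio.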
GALK inhibitor: galactokinase (human) inhibition. Potency, µM (highest dose often 57.5 µM), for the others: top-dose activity change, negative = inhibition, hits mostly inhibitors. Purified GALK, Kinase-Glo residual ATP luminescence. hit rate 0.007% among 270,000. P51570; further: potency means the concentration at half of the fitted maximal effect; on the % scale 0 is the no-effect control and ±100 the full control effect
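Luminescence from leftover ATP (Ultra-Glo luciferase/luciferin) served as read-out after a 1 h room-temperature reaction of 5 nM GALK with 35 uM ATP and 100 uM galactose.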
Integrin act MD: activates integrin-mediated alleviation for muscular dystrophy; alpha7betagal myoblasts, beta-gal FDG fluorescence, 48 h; Potency, µM (series often up to 38.3 µM), for the others: at the highest dose activation, hits mostly activators; hit rate 0.064% among 350,000;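 further: potency means the concentration at half of the fitted maximal effect; 100% = response of the positive control SU9516; nearly all actives have a fitted effect of over 60% in size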
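Alpha7betagal+/- myoblasts (passage 13) were plated 16-24 hr, then exposed to compounds (1:260 dilution of DMSO stock) for 48 hours at 37C. After MPER lysis, β-galactosidase reporter activity was read as FDG fluorescence (ex 480/em 540) after 30 minutes.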
Menin-MLL TR inh: menin-MLL binding inhibition, Texas Red mutant peptide | Menin + Texas Red MLL mutant peptide, fluorescence polarization | Potency, µM (series often up to 61.6 µM), inactives show at the highest dose FP activity change, negative = inhibition, hits mostly inhibitors | hit rate 0.23% among 270,000 | AID 1768; active means well fitted inhibition curve with a large enough effect in the polarisation, with a control signal flat, not every such curve was filed as active; inconclusive means small, poorly fitted or top-dose-only effect, or effect the other way, or a change in a side signal; inactive means no such curve, though single readings can be large or run the other way; the % refers to the polarisation; further: potency means the concentration at half of the fitted maximal effect; % of control where 0% means no effect; many of its hits are not listed in these tables
Target sequence (O00255 whole entry, looked up): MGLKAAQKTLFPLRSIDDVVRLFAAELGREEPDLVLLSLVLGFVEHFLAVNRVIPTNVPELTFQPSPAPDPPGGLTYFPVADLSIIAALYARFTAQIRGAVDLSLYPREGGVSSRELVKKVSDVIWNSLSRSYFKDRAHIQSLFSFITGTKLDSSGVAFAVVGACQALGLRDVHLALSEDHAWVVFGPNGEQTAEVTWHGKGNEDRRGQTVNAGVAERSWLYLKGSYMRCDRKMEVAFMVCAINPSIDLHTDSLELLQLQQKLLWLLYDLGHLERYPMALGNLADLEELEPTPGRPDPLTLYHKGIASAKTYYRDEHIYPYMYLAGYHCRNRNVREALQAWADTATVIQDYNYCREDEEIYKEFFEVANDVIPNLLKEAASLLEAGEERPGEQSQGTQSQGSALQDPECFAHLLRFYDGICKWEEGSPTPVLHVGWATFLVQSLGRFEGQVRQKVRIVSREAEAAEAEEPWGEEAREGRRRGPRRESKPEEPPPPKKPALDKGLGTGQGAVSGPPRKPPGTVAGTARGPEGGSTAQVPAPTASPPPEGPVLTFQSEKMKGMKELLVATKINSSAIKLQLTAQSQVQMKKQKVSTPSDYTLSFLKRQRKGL
TSG101-PTAP inh: blocks PTAP/TSG101 interaction to inhibit HIV-1 budding. Fluorescence polarization, FITC-PTAP peptide / Tsg101 binding. Potency, µM (titrated, usually from 115 µM), for the others: top-dose activity change, negative = inhibition, actives largely listed as inhibitors. 340,000 tested, under 10 active. Q99816; active means well fitted inhibition curve with a large enough effect in the main read-out, with a control signal flat, not every such curve was filed as active; inconclusive means small, poorly fitted or top-dose-only effect, or effect the other way, or a change in a side signal; inactive means no such curve, though single readings can be large or run the other way; further: potency means the concentration at half of the fitted maximal effect; % of control where 0% means no effect
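Tsg101 binding domain (10 uM final) was mixed with compound and a FITC-labeled PTAP peptide (50 nM final) in HEPES pH 7.5 buffer with NaCl, Tween 20, EDTA and TCEP; fluorescence polarization was read after 20 min at r.t.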
PKM2 activator: increases activity of human pyruvate kinase M2 | Potency, µM (top dose mostly 57.5 µM), without a hit: top-dose activation, actives largely listed as activators | P14618 | AID 1631 | hit rate 0.34% among 260,000 | purified PKM2, Kinase-Glo ATP luminescence, activation; response scale: 0% is enzyme alone, no compound; further: potency means the concentration at half of the fitted maximal effect; on the % scale 0 is the no-effect control and ±100 the full control effect; nearly all actives have a fitted effect of over 55% in size
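ATP formation by purified human PK-M2, quantified via coupled luciferase luminescence after 1 h at room temperature with 0.1 mM ADP and 0.5 mM PEP final.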
FBPA coupling cs: inhibits coupling enzyme system, counter-screen for aldolase hits; activity change, negative = inhibition, % at 58.2 µM, hits read low; hit rate 0.67% among 290,000; coupling enzyme system counterscreen, AmpLite Red fluorescence; in the data active means activity change below about -30%; further: on the % scale 0 is the no-effect control and ±100 the full control effect
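Activity here indicates interference with the coupling reaction, not aldolase inhibition. Compounds at 57.5 uM final met coupling enzymes for 10 min at RT; substrate and AmpLite Red detection followed, with a 525/598 nm fluorescence read after 20 min.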
B2AR arrestin: beta2AR (human) beta-arrestin recruitment activity. beta-arrestin recruitment to beta2AR, cell-based reporter. Potency, µM (highest dose often 46.1 µM), inactives show at the top dose activation, usual class: activators. P07550. hit rate 0.02% among 330,000;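 further: potency means the concentration at half of the fitted maximal effect; 0% = DMSO controls and full agonism = EC100 isoproterenol or metaproterenol; nearly all actives have a fitted effect of over 65% in size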
Target sequence (P07550 whole entry, looked up): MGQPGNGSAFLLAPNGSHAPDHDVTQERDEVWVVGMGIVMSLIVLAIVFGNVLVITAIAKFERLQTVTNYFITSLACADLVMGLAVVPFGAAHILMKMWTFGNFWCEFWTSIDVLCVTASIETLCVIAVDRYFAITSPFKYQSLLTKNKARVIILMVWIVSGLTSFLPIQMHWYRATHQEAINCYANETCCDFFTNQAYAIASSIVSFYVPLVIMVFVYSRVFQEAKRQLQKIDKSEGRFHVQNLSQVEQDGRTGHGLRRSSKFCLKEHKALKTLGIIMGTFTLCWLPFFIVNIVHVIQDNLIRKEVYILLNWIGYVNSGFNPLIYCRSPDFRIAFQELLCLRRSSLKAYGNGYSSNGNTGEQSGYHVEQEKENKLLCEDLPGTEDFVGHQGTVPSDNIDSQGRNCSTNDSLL
ASM inhibitor: inhibitors of human secretory acid sphingomyelinase; placental ASM, HMU-PC fluorogenic substrate, 60 min; hit rate 0.006% among 340,000; Potency, µM (titrated, usually from 57.5 µM), inactives show at the highest dose activity change, negative = inhibition, most hits filed as inhibitors; further: potency means the concentration at half of the fitted maximal effect
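Human placenta-derived ASM enzyme was preincubated with compound for 10 minutes at room temperature, then given fluorogenic substrate HMU-PC0 (9 uM final) for 60 minutes at 37 °C; a pH 10 stop preceded fluorescence reading at Ex 386/Em 447 nm.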
Tb PFK inh: blocks T. brucei phosphofructokinase; T. brucei PFK, ADP-Glo luminescence; hit rate 0.17% among 330,000; Potency, µM (doses to about 57.5 µM), for the others: top-dose activity, negative = inhibition, actives largely listed as inhibitors; O15648;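 further: potency means the concentration at half of the fitted maximal effect; 0% = uninhibited 1x PFK enzyme wells and -100% = no-enzyme wells; nearly all actives have a fitted effect of over 60% in size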
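Activity is normalized to no-enzyme wells (full inhibition) and 1.25 nM enzyme wells (no inhibition). Reaction: 0.5 mM F6P, 0.1 mM ATP, 45 min RT, ADP-Glo luminescence; concentration-response curves fitted and classed by quality.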
Giardia kill: Giardia lamblia killing; Giardia lamblia trophozoite viability; activity change, % at 7.66 µM, hits read low; hit rate 0.15% among 340,000; AID 540267; in the data active means activity change below about -80%; inconclusive means between about -30% and that limit;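 further: parasites exposed to compound for two days anaerobically before the ATP read; on the % scale 0 is the no-effect control and ±100 the full control effect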
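Compounds were tested on trophozoites seeded at 100 cells/well and held 48 hrs at 37 deg C anaerobically. An ATP-based luminescent kit measured the remaining live cells.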
Numbers without * were called inactive; u = inconclusive; x = not tested or not shown; [ ] = dose if it differs, or a comment. Unless noted, the call rests on the fitted dose curve; in most records, active means well fitted curve in the direction sought with a large enough effect; inconclusive means small, poorly fitted or top-dose-only effect, or another doubt; inactive means no such curve, though single readings can be large; an effect the other way counts as inactive or inconclusive.

Second line of a record – BCR signal inh	GALK inhibitor	Integrin act MD	Menin-MLL TR inh	TSG101-PTAP inh	PKM2 activator	FBPA coupling cs	B2AR arrestin	ASM inhibitor	Tb PFK inh	Giardia kill
- COCC1CCN(C(=O)CC2C(=O)NCCN2Cc2cccc(Oc3ccccc3)c2)CC1 (stereo unspecified)
 : -2.6%	2.0%	1.3%	x	-1.6%	-2.6%	x	0.3%	18.6%	-1.8%	7.1
- COc1ccc(C2=NOC(Cn3nc(-c4ccccc4)cc3C(=O)NCc3ccco3)C2)cc1 (stereo unspecified)
 : -0.3%	x	29.9%	x	-6.3%	x	x	-0.1%	-8.8%	3.6%	-12.9
- Cc1ccc(C(=O)NCC(=O)OCc2nnc(-c3ccc([N+](=O)[O-])cc3)o2)s1
 : 1.4%	x	-4.4%	x	-3.4%	x	x	-0.2%	-7.5%	5.0%	-3.7
- O=C(NNC(=O)c1ccccc1Br)c1ccc(Cl)c(Cl)c1
 : u	3.9%	-15.7%	-12.3%	-3.1%	-12.1%	6.1	-0.3%	1.3%	2.9%	-3.0
- COc1ccc(NC(=O)CN(C)C(=O)c2ccc(NS(=O)(=O)c3ccc(F)cc3)cc2)cc1
 : u	x	7.5%	x	-0.7%	x	x	0.2%	1.1%	-4.5%	-6.2
- Cc1ccc(SCC(=O)Nc2ccc(N3CCOCC3)cc2)cc1
 : 2.5%	0.0%	4.3%	4.2%	1.1%	3.5%	0.3	-0.1%	3.1%	0.6%	-26.8
- COc1cccc(C2SCC(=O)N2c2ccc(Br)cc2)c1OC (stereo unspecified)
 : 2.1%	x	22.8%	8.1%	1.2%	7.1%	3.1	-1.2%	x	2.2%	-2.7
- Cc1ccccc1C(=O)OCCN(C)Cc1ccccc1
 : u	0.2%	30.8%	2.6%	-0.3%	-7.6%	4.4	-0.2%	4.3%	0.5%	15.1
- Cc1ccc(C(=O)NC2CCCc3ccccc32)cc1[N+](=O)[O-] (stereo unspecified)
 : -12.8%	-1.6%	0.0%	-13.7%	-5.0%	-2.8%	-1.5	-0.2%	-0.1%	-4.3%	-20.1
- NC(=O)Cn1c(=O)n(CC(=O)N2CCCCC2)c(=O)c2sccc21
 : -0.3%	1.1%	u	13.9%	0.7%	x	-3.9	0.3%	8.5%	-0.2%	-13.9
- COc1ccc(C(O)C(CN2CCOCC2)c2ccccc2)cc1 (stereo unspecified)
 : 5.0%	0.1%	-14.0%	-0.8%	-3.5%	2.0%	1.0	0.3%	2.4%	0.0%	-1.8
- COc1ccc(C(=O)NC(C)CCc2ccccc2)c(OC)c1 (stereo unspecified)
 : 9.8%	-5.0%	-18.7%	u	0.8%	x	-0.5	0.6%	0.1%	20.8%	-9.5
- C=CCN(Cc1cccc(OC)c1OC)C(=O)Oc1ccccc1
 : -1.3%	x	-5.3%	x	-1.4%	x	x	-0.3%	1.1%	-4.1%	7.2
- COC(=O)c1cc(-c2ccc(Cl)cc2)n[nH]1
 : u	0.1%	7.0%	-0.3%	0.2%	0.0%	-0.6	-0.1%	7.6%	5.1%	3.7
- Cc1cccc(CSCCNC(=O)CSCc2ccc([N+](=O)[O-])cc2)c1
 : 6.5%	-3.9%	1.0%	0.0%	-4.5%	1.1%	3.7	-0.4%	-4.5%	11.3%[0.46 µM]	-14.2
- NS(=O)(=O)c1cccc(NC(=O)CSc2nc3ccccc3c(=O)n2Cc2ccco2)c1
 : u	x	11.5%	x	-5.6%	x	x	-0.7%	-2.1%	-1.2%	0.6
- CCCCn1c(NS(=O)(=O)c2ccc(C)cc2)c(S(=O)(=O)c2ccccc2)c2nc3ccccc3nc21
 : u	-6.6%	-28.8%	u	-2.2%	12.4%	-52.7*	-0.5%	x	2.5%	-10.2
- CCN1CCCC1CNC(=O)c1ccc2c(c1)N(Cc1ccccc1F)C(=O)c1ccccc1S2(=O)=O (stereo unspecified)
 : 6.1%	4.9%	-34.3%	x	-0.7%	x	x	12.7%	-0.7%	-7.2%	-3.9
- Cc1cccc(NC(=S)NCC(c2ccccc2)N(C)C)c1 (stereo unspecified)
 : 4.3%	-0.8%	-5.9%	0.7%	-1.6%	-8.1%	6.3	-0.3%	2.9%	-0.3%	-1.5
- CC(C)[C@H](NC(=O)C1CCN(S(=O)(=O)c2ccc(F)cc2)CC1)C(=O)NCc1ccco1
 : 0.9%	-2.2%	5.1%	x	-2.9%	x	x	0.1%	-0.4%	-1.9%	5.0
- CC(C)(C)c1csc(NC(=O)C2=COCCO2)n1
 : 5.0%	x	-25.7%	x	-5.8%	x	x	0.2%	0.7%	24.9%	-7.0
- CCOC(=O)C1CCN(Cc2ccc3ccccc3c2)CC1
 : -0.4%	-0.6%	18.1%	3.5%	0.8%	-0.9%	2.0	-0.5%	0.2%	-2.8%	-2.1
- OC(COc1ccc(Cl)cc1)CN1C2=NCCCN2c2ccccc21 (stereo unspecified)
 : -0.5%	0.6%	-4.5%	-27.3%	0.7%	-1.9%	-0.2	0.0%	-10.7%	11.3%	-18.9
- CCOc1cc(NC(=O)C2CC2)c(OCC)cc1NC(=O)c1cccc(F)c1
 : 2.1%	-0.1%	7.5%	10.4%	0.7%	x	-0.8	-0.9%	77.2%[activator]	-0.7%	3.7
- Cn1ccsc1=NC(=O)c1ccc(Cl)c([N+](=O)[O-])c1
 : 1.9%	0.0%	12.3%	u	-6.4%	x	-1.3	0.3%	-6.7%	-4.9%	31.0[activator]
- CCc1ccccc1NC(=O)CSc1nnc([C@@H](N)Cc2ccccc2)o1
 : 1.8%	7.3%	-19.7%	-3.2%	-1.0%	-4.7%	-1.0	-0.4%	1.1%	-2.5%	-13.8
- O=C(NC1CCCC1)C1CC1c1ccccc1 (stereo unspecified)
 : -4.0%	0.9%	0.6%	-0.3%	-1.7%	-2.3%	3.4	-0.1%	2.4%	-1.2%	-0.6
- CNc1ccc(/C=C(\CCC(=O)O)c2nc3ccccc3s2)cc1[N+](=O)[O-]
 : u	-1.6%	40.0%	u	-2.0%	1.8%	0.6	0.0%	4.5%	-7.1%	-16.6
- COc1ccc(-n2c(-c3ccccc3)c[n+]3c2CCC3)cc1
 : -2.7%	-0.2%	-37.6%	x	-2.1%	-14.4%	1.8	-1.1%	-6.9%	1.3%	-1.5
- COc1ccc(CCNC(=O)Nc2ccc3c(c2)OCO3)cc1OC
 : 16.6%	-0.8%	-17.8%	-17.7%	-3.7%	-3.0%	-0.5	-0.5%	1.9%	-1.9%	2.7
- COc1cccc(N=Nc2c(N)[nH][nH]c2=O)c1
 : -14.1%	2.6%	26.2%	u	1.0%	7.9%	-3.5	0.1%	-4.3%	-1.3%	-1.4
- Cc1cccc(-c2c(NC(=O)c3ccco3)oc3c(C)cccc3c2=O)c1
 : 0.9%	-2.7%	17.7%	x	-3.1%	x	x	0.0%	-7.5%	0.2%	37.0[activator]
- CCOc1ccccc1NC(=O)C(OC(=O)C1CC1)c1ccccc1 (stereo unspecified)
 : -9.8%	0.2%	-2.6%	x	2.2%	-1.2%	-1.2	-0.3%	-0.9%	3.8%	2.1
- Cc1cccc(OCCNC(=O)c2cccc(Oc3ccc(C(F)(F)F)cc3[N+](=O)[O-])c2)c1
 : u	0.5%	2.8%	2.7%	1.7%	-6.1%	-1.1	-0.6%	-3.0%	-0.6%	-0.6
- CCOC(=O)c1nn(-c2ccc(C)cc2)cc1O
 : u	4.1%	15.9%	-8.1%	-4.4%	-26.3%	1.6	0.5%	2.0%	6.9%	-24.1
- CS(=O)(=O)N1CCN=C1SCc1ccc([N+](=O)[O-])cc1
 : -0.7%	-1.2%	15.1%	-7.0%	0.2%	0.0%	-0.7	-0.3%	-1.2%	-3.2%	4.7
- Cc1cccc(N2CCCC2=Nc2ccc(Br)cc2C#N)c1
 : 9.6%	-1.8%	6.5%	0.4%	-16.6%	-0.3%	-0.6	0.0%	-1.7%	7.7%	20.7
- CC1(C)CC(=O)c2c(nn(-c3ccccc3)c2-c2ccncc2)C1
 : u	0.8%	5.0%	13.4%	0.8%	-5.5%	-0.8	0.6%	2.4%	-3.3%	3.9
- O=C(Cn1nnc2ccccc21)NCc1ccccc1
 : 4.7%	0.6%	32.1%	u	0.0%	-1.4%	-0.1	-0.3%	3.1%	3.4%	-0.2
- O=C1CCC(=O)N1c1cccc(OS(=O)(=O)c2ccccc2)c1
 : 1.0%	2.4%	-18.9%	-1.9%	0.8%	1.6%	5.2	-0.7%	-1.0%	-0.6%	3.7

Some of the compounds tested; the hit share may differ from the screen's.
